# Assay outcomes (PubChem)
# DNMT1 inh: blocks human DNA methyltransferase DNMT1. DNMT1 molecular beacon, Hinp1I cleavage, fluorescence. hit rate 0.83% among 360,000. inhibition (reported as % activation of signal), % at 10 µM. P26358. AID 588458; in the data active means inhibition above about 50%
# Scp1 inh: inhibitors of human Scp-1 phosphatase. Q9GZU7. Recombinant Scp1, phosphopeptide, malachite green phosphate absorbance. inhibition, % at 20 µM. hit rate 0.88% among 340,000;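 active means inhibition above about 50% at 20 µM, limit read from the data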;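 further: plate controls were DMSO wells with enzyme for no effect and wells lacking enzyme for full effect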
#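 assay system = SCP-1 phosphatase catalytic domain, residues 76-261 | buffer or medium = 50 mM Tris acetate pH 5.5, 0.005% Tween-20, 10 mM MgCl2 | incubation = enzyme reaction 45 min at room temperature, colour 5 min, stabilisation 30 min | signal = Phosphate-binding colour reagent, absorbance read at 630 nm | measure = % inhibition at 20 µM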
# Rpn11 inh: inhibitors of human proteasome Rpn11 | human 26S proteasome, Ub4-pepOG fluorescence polarization; 20S core pre-blocked with epoxomicin | hit rate 0.59% among 360,000 | O00487 | AID 588493 | calls only at 20 µM;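 active means inhibition at 20 µM, scaled to each plate's controls, above about 33%, limit read from the data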
# LMPTP inh: blocks human LMPTP phosphatase; P24666; recombinant LMPTP-A, OMFP fluorogenic substrate, fluorescence intensity; inhibition, % at 20 µM; hit rate 0.22% among 360,000; AID 651560;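 active means compounds that cut the enzyme signal by at least half of the control window in the single-dose screen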;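 further: plate controls were DMSO wells with enzyme plus substrate for no effect and substrate without enzyme for full effect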
#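 Assay system: LMPTP-A enzyme. Input: 0.625 nM LMPTP-A final. Probe or stimulus: 400 µM OMFP. Compound dosing: single 20 µM dose. Schedule: 50 min dark incubation at room temperature. Detection: fluorescence intensity of OMFP turnover product. Read-out: percent inhibition versus substrate-only and uninhibited controls. Benchmarks: no-enzyme low control, uninhibited high control.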
# CSN deneddyl inh: CSN deneddylation inhibition; Q92905; Purified CSN, SCF-Nedd8-OG deneddylation, fluorescence polarization; inhibition, % at 12.5 µM; hit rate 0.38% among 360,000;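 active means pattern-corrected inhibition above about 35%, with an unprinted fluorescence ratio check between 0.5 and 1.5, limit read from the data, passing the limit was not always enough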;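 further: 0% = enzyme with substrate and 100% = substrate without enzyme; some results filed as inactive read as strong as hits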
# Target sequence (Q92905 whole entry, looked up, one chain of several): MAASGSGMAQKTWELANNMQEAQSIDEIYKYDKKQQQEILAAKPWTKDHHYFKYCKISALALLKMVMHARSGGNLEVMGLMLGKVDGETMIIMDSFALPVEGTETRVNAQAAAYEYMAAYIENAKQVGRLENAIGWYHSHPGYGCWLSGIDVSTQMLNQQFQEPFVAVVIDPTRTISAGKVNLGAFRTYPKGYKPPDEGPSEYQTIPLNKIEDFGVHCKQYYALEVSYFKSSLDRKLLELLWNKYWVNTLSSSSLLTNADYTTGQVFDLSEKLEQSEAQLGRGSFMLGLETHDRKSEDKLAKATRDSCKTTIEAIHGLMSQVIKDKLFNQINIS
#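 Assay system: Purified human Csn5 enzyme expressed in HEK293T cells | Amount: Enzyme 0.24 nM | Measured by: Fluorescence polarization readout | Medium: Tris/NaCl/DTT buffer, pH 7.5 | Compound dosing: One concentration, 12.5 µM, 0.25% DMSO | Times: 90 min incubation of compound, enzyme and substrate at room temperature | Control set: no-enzyme wells high, enzyme-with-substrate wells low | Read-out: % inhibition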
# MLLE-PAM2 inh: blocks PAM2 peptide binding to the PABP1 MLLE domain | AID 588489 | P11940 | GST-MLLE / FITC-PAM2 fluorescence polarization | hit rate 0.36% among 360,000 | inhibition, % at 20 µM; in the data active means inhibition above about 35%, passing the limit was not always enough;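 further: plate controls were DMSO wells with GST-MLLE for no effect and wells lacking GST-MLLE protein for full effect; some results filed as inactive read as strong as hits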
# Tb MetRS inh: blocks T. brucei methionyl-tRNA synthetase activity; hit rate 0.4% among 360,000; purified T. brucei MetRS, ATP depletion, Kinase-Glo luminescence; inhibition, % at 11.9 µM;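 active means inhibition above a per-plate cutoff of the control wells' mean inhibition plus 3 SD, cut at about 5.5% in these data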;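 further: 0% = DMSO wells median and 100% = median of wells with control inhibitor compound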
#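 Test system – parasite MetRS enzyme · Reagent – substrates ATP, L-methionine and bulk Escherichia coli tRNA · Doses – 11.9 µM compound single dose, 0.9% DMSO · Times – 15 min enzyme-compound preincubation, 2 h reaction, 10 min detection, 25 °C · Signal – Kinase-Glo luminescence, ATP depletion format · Controls – DMSO-only wells as low control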
# STEP inh: STEP (human) phosphatase inhibition; P54829; recombinant STEP, OMFP fluorogenic substrate, fluorescence; inhibition, % at 20 µM; hit rate 0.25% among 360,000; AID 588621;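 active means inhibition at 20 µM, scaled per plate between control wells, above about 37%, limit read from the data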;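 further: 0% = DMSO with enzyme and substrate and 100% = substrate only without enzyme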
# Target sequence (P54829 whole entry, looked up): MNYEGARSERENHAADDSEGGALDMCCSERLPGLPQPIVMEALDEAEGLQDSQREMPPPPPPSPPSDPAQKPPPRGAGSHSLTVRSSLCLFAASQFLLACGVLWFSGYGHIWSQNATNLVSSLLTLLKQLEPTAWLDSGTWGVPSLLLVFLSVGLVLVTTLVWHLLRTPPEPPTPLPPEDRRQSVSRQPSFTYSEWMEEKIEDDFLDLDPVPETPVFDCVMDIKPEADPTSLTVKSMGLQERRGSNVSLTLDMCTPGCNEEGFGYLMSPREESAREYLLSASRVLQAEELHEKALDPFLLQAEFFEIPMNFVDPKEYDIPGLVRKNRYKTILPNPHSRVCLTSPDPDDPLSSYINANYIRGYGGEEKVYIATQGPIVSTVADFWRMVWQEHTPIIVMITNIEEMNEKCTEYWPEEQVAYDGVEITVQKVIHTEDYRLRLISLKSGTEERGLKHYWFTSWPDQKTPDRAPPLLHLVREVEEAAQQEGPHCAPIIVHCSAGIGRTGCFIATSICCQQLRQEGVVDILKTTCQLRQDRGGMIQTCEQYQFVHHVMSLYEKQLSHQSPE
#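 Assay system: isolated STEP enzyme. Buffer or medium: pH 6.0 Bis-Tris with DTT and Tween 20. Also added: fluorogenic phosphatase substrate OMFP at 25 µM final. Dosing: 20 µM, 1% DMSO. Timing: 20 min reaction, room temperature, in the dark. Measured by: fluorescence intensity, excitation 480 nm, emission 540 nm. Evaluation: normalized % inhibition.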
# SUMO1 PPI mod: modulators of human SUMO1-mediated protein-protein interactions; P63165; inhibition, % at 20 µM; SUMO1 binding to a labelled peptide, TR-FRET, 1 h; AID 602429; hit rate 0.33% among 360,000; in the data active means inhibition above about 37%
# Target sequence (P63165 whole entry, looked up): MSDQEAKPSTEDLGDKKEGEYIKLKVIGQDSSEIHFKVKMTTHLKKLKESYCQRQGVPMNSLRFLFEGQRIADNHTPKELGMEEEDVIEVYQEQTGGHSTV
# NadD inh: NadD (S. aureus) enzyme inhibition; purified NadD enzyme, colorimetric absorbance read-out; inhibition, % at 20 µM; hit rate 0.78% among 360,000; AID 602399; in the data active means inhibition above about 26%; further: some compounds past the cut are filed as inactive
# * marks the source's active call; other numbers are inactive results; i = inactive; · = no result given.
no.	SMILES	DNMT1 inh	Scp1 inh	CSN deneddyl inh	Tb MetRS inh	LMPTP inh	SUMO1 PPI mod	MLLE-PAM2 inh	NadD inh	STEP inh	Rpn11 inh
1	CCC(C)NC(=O)CNC(=O)c1nn(-c2ccc(OC)cc2OC)c(=O)c2ccccc12 (stereo not drawn)	2	-8	1	-1.1	0.6	-5	8	4	-1	i
2	COc1ccc(NC(=O)CC2Oc3ccccc3NC2=O)c(OC)c1 (stereo not drawn)	0	-9	1	-0.1	-1.0	-1	12	-1	4	i
3	Cc1ccc(S(=O)(=O)NCCc2ccc(S(N)(=O)=O)cc2)cc1	-7	-11	-6	0.3	-0.5	0	11	-2	-4	i
4	COc1cc2c(cc1OC)-c1c(OC)c(OC)cc3ccnc(c13)C2=O	-7	-1	0	-0.2	4.0	-24	23	19	2	i
5	CCCc1cc(=O)[nH]c(SCC(=O)N2CCN(c3ccccc3)CC2)n1	1	-7	4	-0.4	-1.3	-1	12	-2	-5	i
6	O=C(NC(=S)N1CCN(c2ccccn2)CC1)c1ccccc1	2	-7	1	-0.9	-1.9	2	-29	-1	-3	i
7	NC(=S)NC1CCS(=O)(=O)C1 (stereo not drawn)	0	-4	-1	0.6	1.1	-2	-64	0	2	i
8	CC1=CN2C(=NC(=O)CC2(C)C(=O)N(CC(=O)NC2CCCC2)Cc2ccccc2)C=C1 (stereo not drawn)	-1	-10	1	0.3	0.4	0	-8	0	-2	i
9	O=C(Cn1cnc2ccccc2c1=O)NC1CCCc2ccccc21 (stereo not drawn)	1	0	5	0.0	0.5	1	-40	2	4	i
10	COC(=O)c1ccc2[nH]c(C3(O)CCCCC3)c(C)c2c1	-10	-11	-1	-0.4	1.8	0	-9	-8	-2	i
11	CC(C)CC(=O)Nc1ccc(Nc2ccccc2)cc1	-30	-7	-1	-0.5	-1.0	1	3	-4	0	i
12	CCNc1nc(NC(C)C)nc(Nn2cnnc2)n1	4	-11	-5	-0.7	-0.3	-2	5	-3	-2	i
13	O=C(CCc1ccccc1)Nc1ccccc1C(=O)N1CCOCC1	1	37	-2	-1.2	-2.0	7	2	-1	-1	i
14	O=C(Nc1cccc(C(F)(F)F)c1)n1cc(-c2ccccn2)c(N2CCOCC2)n1	0	-1	-4	-1.1	1.2	2	-12	-8	-1	i
15	CCOc1ccccc1N(C)S(=O)(=O)c1ccc2c(c1)N(C(C)=O)CCO2	-1	1	-5	-0.2	0.3	-2	-1	-7	0	i
16	O=C(O)CSCC(=O)Nc1ccc(C(F)(F)F)cc1	2	-9	4	-0.1	0.4	-2	-4	-4	0	i
17	Cc1cc(NC(=O)CN2C(=O)CCSc3ccccc32)no1	-1	-9	0	-0.6	-3.1	3	10	-2	1	i
18	Cc1cc2c(cc1S(=O)(=O)N1CCCCC1)OCC(=O)N2	6	2	1	-0.8	-1.3	-1	5	-1	2	i
19	CN(C)C(=O)N1CCCC(C(=O)NCc2ccc(F)cc2Cl)C1 (stereo not drawn)	-4	7	0	-0.4	-1.1	2	-8	-4	0	i
20	CN(C)c1ccc(/C=N/OC(=O)Nc2ccccc2Cl)cc1	2	-6	11	-0.2	-0.8	-1	-8	-1	-3	i

# (list continues)
no.	SMILES	DNMT1 inh	Scp1 inh	CSN deneddyl inh	Tb MetRS inh	LMPTP inh	SUMO1 PPI mod	MLLE-PAM2 inh	NadD inh	STEP inh	Rpn11 inh
21	FC(F)(F)c1cnc(-c2cnc(-c3ccccn3)nc2)c(Cl)c1	2	-3	3	-0.1	-0.7	-1	10	4	3	i
22	Cc1cc(Nc2cc(C)on2)n2ncnc2n1	0	-8	-2	-0.3	-1.1	8	-5	-6	0	i
23	CCNC(=O)C(=O)NCC1OCCCN1S(=O)(=O)c1cccs1 (stereo not drawn)	1	-1	-8	0.2	0.3	2	5	-1	-3	i
24	COc1cc(OC)c2ccc(=O)oc2c1C(CCN1CCCC(C)C1)c1ccc2c(c1)OCO2 (stereo not drawn)	4	14	1	-0.3	1.2	-11	-10	1	-2	i
25	Cn1c(-c2ccc(F)cc2)cnc1NCc1ccc(F)cc1F	1	-5	-1	0.0	-2.3	-1	2	-9	0	i
26	COc1cc(C=O)ccc1OCc1ccccc1Br	0	-9	4	0.7	1.0	1	-2	-7	-1	i
27	COc1ccc(CCN(C)C(=O)C2CCCN(C3CCN(Cc4ccccc4)CC3)C2)cc1OC (stereo not drawn)	0	-2	1	-0.5	-0.7	-1	4	-4	-1	i
28	Fc1ccc(Nc2nnc(C(F)(F)F)s2)cc1	1	-11	0	-0.5	-0.4	5	-14	-2	-1	i
29	CC1(C(=O)Nc2cccc(C#N)c2)CCN1C(=O)C1(c2ccccc2)CC1 (stereo not drawn)	3	·	-1	-0.2	-1.9	2	2	-8	4	i
30	COc1cc(/C=C/C(=O)OC2CC3CCC2(C)C3(C)C)ccc1O (stereo not drawn)	-5	4	-1	0.4	2.0	3	0	-4	5	i
31	Cc1ccccc1N=C/C=C1/C=C(c2ccccc2)OC(C)(C)O1	-3	3	4	-0.3	0.5	-15	-25	7	-12	i
32	CCc1ccc(C(O)(CC)C(CN2CCOCC2)c2ccccc2)cc1 (stereo not drawn)	5	-6	2	-1.1	-1.9	2	5	-4	-2	i
33	CCCCCCn1cnc2c(c1=O)c1nc3ccccc3nc1n2/N=C/c1ccco1	28	0	1	0.1	2.7	-8	-5	23	-5	i
34	CN(C)C(=S)Nc1ccc(Cl)cc1	1	-17	0	0.0	0.1	14	-99	1	3	i
35	O=C(Nc1cccc(Cl)c1)Nc1ccon1	2	0	1	0.3	-1.1	1	0	0	5	i
36	CCC(=O)NC(Nc1sc2c(c1C(=O)OC)CCN(C)C2)(C(F)(F)F)C(F)(F)F	4	-4	4	-0.6	0.0	-1	-4	-5	2	i
37	O=C(CSc1nc2ccccc2c(=O)n1-c1cccc(C(F)(F)F)c1)NC1CC1	3	-5	4	-0.1	-0.3	-6	-6	10	2	i
38	CC(=O)N1N=C(c2ccc(Br)cc2)CC1c1cccc([N+](=O)[O-])c1 (stereo not drawn)	2	·	4	-0.1	0.9	-22	2	-9	0	i
39	c1ccc(OCCSc2nnc3sc4ccccc4n23)cc1	1	0	2	0.0	-1.0	-2	-15	4	2	i
40	O=C1CCC(=O)N1c1nc2nc(-c3ccccc3)cc(-c3ccccc3)n2n1	1	-7	-1	-0.7	-0.2	-7	-22	10	2	i

# 4 compounds picked at random from the list so far, as already listed:
no.	SMILES	DNMT1 inh	Scp1 inh	CSN deneddyl inh	Tb MetRS inh	LMPTP inh	SUMO1 PPI mod	MLLE-PAM2 inh	NadD inh	STEP inh	Rpn11 inh
40	O=C1CCC(=O)N1c1nc2nc(-c3ccccc3)cc(-c3ccccc3)n2n1	1	-7	-1	-0.7	-0.2	-7	-22	10	2	i
32	CCc1ccc(C(O)(CC)C(CN2CCOCC2)c2ccccc2)cc1 (stereo not drawn)	5	-6	2	-1.1	-1.9	2	5	-4	-2	i
35	O=C(Nc1cccc(Cl)c1)Nc1ccon1	2	0	1	0.3	-1.1	1	0	0	5	i
26	COc1cc(C=O)ccc1OCc1ccccc1Br	0	-9	4	0.7	1.0	1	-2	-7	-1	i

# Next section.
no.	SMILES	DNMT1 inh	Scp1 inh	CSN deneddyl inh	Tb MetRS inh	LMPTP inh	SUMO1 PPI mod	MLLE-PAM2 inh	NadD inh	STEP inh	Rpn11 inh
41	C[C@H](CO)N1C[C@H](C)[C@@H](CN(C)C(=O)Nc2ccc3c(c2)OCO3)Oc2ccc(NS(=O)(=O)c3ccc(F)cc3)cc2C1=O	-1	16	-6	0.1	-1.1	1	-10	7	-2	i
42	O=C(CCOc1ccccc1)Nc1cccc(S(=O)(=O)Nc2ccccc2Cl)c1	-10	-8	2	-0.2	1.7	18	-4	-9	-3	i
43	CC1(C)NC(=O)N(CC(O)CN(c2ccccc2)S(=O)(=O)c2ccc([N+](=O)[O-])cc2)C1=O (stereo not drawn)	1	1	0	-0.8	-1.3	-35	4	-3	2	i
44	O=C(CN(C(=O)Cn1nnc(-c2cccs2)n1)c1cnc2ccccc2c1)NCC1CCCO1 (stereo not drawn)	-1	-4	1	-1.2	-0.1	-1	-3	0	-3	i
45	CCc1nnc(NS(=O)(=O)c2ccc(NC(=S)NC(=O)c3ccc(OC)cc3)cc2)s1	-2	-8	-1	-0.2	-1.5	6	27	8	-2	i
46	COCCNc1oc(-c2ccc(C)cc2)nc1C#N	0	6	-1	-0.2	0.9	5	0	-4	1	i
47	Cn1c(N2CCOCC2)nc2c1c(=O)n(Cc1ccc(Cl)c(Cl)c1)c(=O)n2C	18	-2	-4	-0.7	0.6	3	3	-7	1	i
48	CC(=O)c1ccc(NC(=S)N2CC(C)CC(C)C2)cc1 (stereo not drawn)	-6	8	-1	0.2	-1.5	-3	-75	4	1	i
49	Cc1cc(SCC(=O)Nc2cccnc2Cl)nc2ccccc12	1	0	-5	-0.2	0.5	-3	-14	-1	3	i
50	S=C(NN=Cc1ccccn1)Nc1ccccn1	1	·	3	-0.3	0.1	-17	31	-4	1	i
51	O=C1CSC(=NC(=O)c2ccccc2)N1	3	-2	-6	-0.8	0.2	-3	14	-3	1	i
52	COc1ccc(Cl)cc1NC(=O)CN(C)CC(=O)Nc1c(C)n(C)n(-c2ccccc2)c1=O	1	-6	4	-0.4	-1.2	1	-4	-1	0	i
53	CCOC(=O)c1sc2nc(C)c([N+](=O)[O-])c(COC)c2c1N	-3	-12	-4	-0.6	2.1	-27	1	-5	-1	i
54	O=C(c1ccc([N+](=O)[O-])cc1)n1nc(-c2ccccc2)nc1NCc1ccc(F)cc1	0	-8	0	0.2	1.3	-18	1	-3	0	i
55	O=C(CSCc1ccc([N+](=O)[O-])cc1)NCCSCc1ccccc1	-2	-11	1	-0.2	-1.6	-23	13	-5	-6	i
56	CC(=O)c1cccc(N(CC(=O)O)S(C)(=O)=O)c1	2	-12	6	-1.4	-2.2	1	-3	-2	1	i
57	Cc1ccc(CNc2nc(-c3cccs3)nc3ccccc23)cc1	-11	6	-1	-0.6	11	3	-10	6	0	i

# Compounds as they come; any-hit rate near 3.6%.
